# TGFb SMAD3 inh = TGF-b pathway inhibition; hit rate 1.2% among 410,000; Potency, µM (top dose mostly 46.1 µM), for inactives: at the top dose activity, negative = inhibition, usual class: inhibitors; HepG2 CAGA-GFP TGF-b/SMAD3 reporter, GFP fluorescence, 18 h; TGF-beta stimulated, 500 pg/mL final; AID 588855; note: potency is the fitted concentration of half-maximal effect; % is set by controls: 0 for no effect and ±100 for the full control effect; nearly all actives have a fitted effect of over 65% in size
#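 Cell-based qHTS in HEPG2 carrying a CAGA-GFP Smad reporter; compounds added before 500 pg/mL final TGF-beta, 18 h incubation at 37 degrees C, GFP fluorescence quantified per cell by imaging cytometry.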
# IL1B secr inh = blocks inflammasome-driven IL-1 beta release. THP-1 LPS/ATP IL-1B secretion, AlphaLISA, 16 h; active compounds read low. activity change, % at 57.5 µM. hit rate 4.7% among 360,000. AID 743279; in the data active = activity change below about -50%; inconclusive = mostly about -30% to -49%; note: % is set by controls: 0 for no effect and ±100 for the full control effect
#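 THP-1 cells pretreated 1 hr with compounds (up to 57.5 uM final), then stimulated with LPS (250 ng/mL final) plus ATP (1.25 mM final); secreted IL-1B measured by AlphaLISA after 16 hr, decreased signal indicating inhibition.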
# ATXN viability = viability counter-screen for ATXN expression inhibitors; S2 cells (HEK-293 line with an ATXN2-luciferase reporter) viability, CellTiter-Fluor protease fluorescence, 24 h; Potency, µM (doses to about 56.7 µM), hits mostly cytotoxic; hit rate 0.49% among 400,000; note: potency is the fitted concentration of half-maximal effect; nearly all actives have a fitted effect of over 40% in size
# MCF10A rereplic = DNA re-replication induction in MCF 10a cells | MCF 10A DNA re-replication, Hoechst nuclear intensity, 48 h | Potency, µM (highest dose often 46.1 µM), for the others: at the top dose activity, positive = re-replication, actives largely listed as activators | hit rate 2.9% among 350,000 | AID 624296; note: potency is the fitted concentration of half-maximal effect; % of control where 0% means no effect; nearly all actives have a fitted effect of over 50% in size
# HepG2 viability = HepG2 cytotoxicity, counter-screen for TGF-b inhibitors. HepG2 CAGA-GFP viability, ATP luminescence, 18 h. Potency, µM (top dose mostly 46.1 µM), without a hit: at the highest dose activity change, negative = cytotoxicity, usual class: cytotoxic. hit rate 0.76% among 410,000; note: potency is the fitted concentration of half-maximal effect; some results filed as inactive show a strong effect at the top dose
#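 HepG2 CAGA-GFP cells (1000/well, DMEM with 1% FBS) received compound, then TGF-beta at 500 pg/mL final, and were incubated 18 hours at 37 degrees C. Viability was read by CellTiter-Glo luminescence. Media-only wells were set as complete cell-killing and DMSO as no toxicity.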
# A549 viability = counter-screen for Nrf2 inhibitors: cytotoxicity in A549 cells; A549 ARE-Fluc cells, CellTiter-Fluor viability, 18-24 h; Potency, µM (top dose mostly 46 µM), without a hit: top-dose activity change, negative = cytotoxicity, usual class: inhibitors; hit rate 0.16% among 390,000; AID 504648; note: potency is the fitted concentration of half-maximal effect; % is set by controls: 0 for no effect and ±100 for the full control effect
#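 Cytotoxicity counterscreen: CellTiter-Fluor fluorescence was measured in A549 ARE_Fluc cells after 18-24 h of compound exposure in a concentration series. The subsequent BugLite luminescent read reports ARE-luciferase activity.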
# ATXN2 expr inh = inhibitors of ATXN2 expression; hit rate 0.72% among 360,000; HEK-293 ATXN2-luciferase reporter, luminescence, 24 h; Potency, µM (titrated, usually from 57 µM), inactives show at the top dose activity change, negative = inhibition, usual class: inhibitors; note: potency is the fitted concentration of half-maximal effect; % is set by controls: 0 for no effect and ±100 for the full control effect; nearly all actives have a fitted effect of over 55% in size
#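 ATXN2-luciferase reporter cells (luciferase flanked by upstream and downstream ATXN2 gene portions) were treated 24 h at 37 °C with compounds at up to 57 uM. SteadyGlo luminescence gave expression; GF-AFC fluorescence gave viability.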
# Nrf2 block = blocks Nrf2 signaling; A549 ARE-Fluc reporter, luciferase luminescence, 18-24 h; AID 504444; Potency, µM (top dose mostly 46 µM), for inactives: at the highest dose activity change, negative = inhibition, hits mostly inhibitors; hit rate 2.1% among 360,000; note: potency is the fitted concentration of half-maximal effect; % is set by controls: 0 for no effect and ±100 for the full control effect; nearly all actives have a fitted effect of over 60% in size
#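 Two sequential reads on A549 ARE_Fluc cells exposed to compound for 18-24 h: a CellTiter-Fluor fluorescence read for viability, then a luciferase luminescence read for Nrf2/ARE activity.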
# Nrf2 ARE act = Nrf2 pathway activation. AREc32 ARE-luciferase reporter (MCF7-derived line), luminescence, 24 h. Potency, µM (series often up to 46.1 µM), for inactives: top-dose activation, hits mostly activators. hit rate 0.31% among 410,000. AID 624171; note: potency is the fitted concentration of half-maximal effect; % of control where 0% means no effect; nearly all actives have a fitted effect of over 65% in size
#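 AREc32 cells carrying an ARE-driven firefly luciferase reporter were seeded at 1000 cells/well in OPTI-MEM with 5% FBS, then exposed to compound for 24 hr at 37 deg C. Luminescence was read with Steady-Glo after 30 min at RT.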
# An asterisk follows results filed as active; i = inactive; ? = inconclusive; . = not tested or not shown; [ ] = another dose, or the depositor's remark. Unless noted, calls come from the whole dose curve; as a rule, active = well fitted curve in the direction sought with a large enough effect; inconclusive = small, poorly fitted or top-dose-only effect, or another doubt; inactive = no such curve, though single readings can be large; an effect the other way counts as inactive or inconclusive.
(1) Cc1cc(NC(=O)CN2CCCCCCC2)no1
(2) C#CCOCCOCCOCCNc1nc(N2CCN(C(=O)[C@H]([C@@H](C)O)n3cc(CCCCN)nn3)CC2)nc(N2CCN(C(=O)[C@H](CCCCN)n3cc(CCC(=O)O)nn3)CC2)n1
(3) COc1ccc(NC(=O)c2c(NCc3cccc(OC)c3)sc3c2CCC3)cc1
(4) CCOc1ccccc1C(=O)Nc1ccc(S(=O)(=O)Nc2cc(OC)nc(OC)n2)cc1
(5) COc1cc(C(=O)Nc2cccc(C)c2C)ccc1OCC(=O)N1CCOCC1
(6) CC(C)(C)OC(=O)N1CCCN(C(=O)Nc2ccccc2)CC1
(7) CCOC(=O)[C@]12CCCC=C1N(Cc1ccc3c(c1)OCO3)C(=O)[C@H](CC(=O)NCCC(C)C)C2
(8) Cc1ccccc1NC(=O)CSc1cn(CC(=O)N(C(C)C)C(C)C)c2ccccc12

compound no.	1	2	3	4	5	6	7	8
TGFb SMAD3 inh	?	19.4%	-19.4%	16.0%	0.3%	2.8%	.	-3.3%
IL1B secr inh	8.7	0.7	.	16.9	-11.0	.	-4.7	.
ATXN viability	i	i	?	i	i	i	?	.
Nrf2 block	-20.6%	4.8%	.	-5.1%	0.2%	7.4%	.	11.6%
MCF10A rereplic	15.6%	5.2%	.	9.8%	1.6%	13.7%	.	.
A549 viability	11.5%	-0.5%	-1.0%	8.6%	0.2%	-1.7%	.	-1.0%
HepG2 viability	-0.9%	-3.8%	-22.3%	1.1%	9.7%	8.0%	.	-1.2%
ATXN2 expr inh	9.6%	-6.6%	-3.7%	8.8%	.	-12.4%	-0.7%	.
Nrf2 ARE act	-0.9%	-0.1%	22.7%	-0.5%	-0.3%	3.6%	0.1%	-0.6%

# The last 4 records of the part before are carried over, then new ones follow:
(5) COc1cc(C(=O)Nc2cccc(C)c2C)ccc1OCC(=O)N1CCOCC1
(6) CC(C)(C)OC(=O)N1CCCN(C(=O)Nc2ccccc2)CC1
(7) CCOC(=O)[C@]12CCCC=C1N(Cc1ccc3c(c1)OCO3)C(=O)[C@H](CC(=O)NCCC(C)C)C2
(8) Cc1ccccc1NC(=O)CSc1cn(CC(=O)N(C(C)C)C(C)C)c2ccccc12
(9) Cc1ccc(CNC(=O)COC(=O)c2nc(-c3ccccc3)oc2C)cc1
(10) Cc1ccccc1Cn1c(C)cc(C)c(C#N)c1=O
(11) O=[N+]([O-])c1ccc(Cl)c(S(=O)(=O)NCC2CCCO2)c1 (stereo not given)
(12) COc1ccc(C(=O)Nc2cnc3sc(C)nn3c2=O)cc1
(13) Cc1ccc(N2CCN(c3cc(C)nc4c(-c5ccc(Cl)cc5)c(C)nn34)CC2C)cc1 (stereo not given)
(14) O=C(Nc1ccc(Cl)cc1)OCc1ccccn1
(15) CC(=O)N1c2ccc(S(=O)(=O)NCCC(=O)Nc3ccc(C)cn3)cc2CC1C (stereo not given)
(16) COCC(=O)Nc1ccc(N2CCN(c3ccccc3)CC2)c(F)c1

compound no.	5	6	7	8	9	10	11	12	13	14	15	16
TGFb SMAD3 inh	0.3%	2.8%	.	-3.3%	-10.0%	1.5%	5.3%	0.7%	2.6%	0.6%	1.8%	72.2%[activator]
IL1B secr inh	-11.0	.	-4.7	.	14.7	-5.6	11.4	-1.2	.	-27.9	28.2	-2.2
ATXN viability	i	i	?	.	i	i	i	i	.	i	i	i
Nrf2 block	0.2%	7.4%	.	11.6%	-39.1%	-7.3%	18.7%	0.4%	.	-10.4%	14.8%	-14.3%
MCF10A rereplic	1.6%	13.7%	.	.	?	-1.8%	-6.6%	-1.6%	.	10.1%	1.7%	0.2%
A549 viability	0.2%	-1.7%	.	-1.0%	-4.2%	-4.2%	6.1%	-11.1%	-5.0%	-14.1%	5.2%	-2.3%
HepG2 viability	9.7%	8.0%	.	-1.2%	16.5%	20.1%	1.3%	19.1%	-11.3%	-12.6%	-1.2%	14.1%
ATXN2 expr inh	.	-12.4%	-0.7%	.	0.7%	-5.5%	0.3%	-15.1%	.	36.2%[activator]	.	-6.1%
Nrf2 ARE act	-0.3%	3.6%	0.1%	-0.6%	-0.9%	0.3%	0.1%	2.1%	-1.0%	0.8%	1.2%	-0.4%

(17) Cc1cc(C(F)(F)F)nn1CC(=O)Nc1ccc2c(c1)OCO2
(18) CC(Sc1nnc(Cc2ccccc2)o1)C(=O)NC1(C#N)CCCCC1 (stereo not given)
(19) S=c1[nH]nc(-c2ccncc2)n1Cc1ccccc1
(20) O=C(/C=C/c1ccco1)Nc1ccccc1N1CCOCC1
(21) Cc1ccccc1Nc1c(-c2ccco2)nc2c(C)cccn12
(22) CC(C)NC(=O)C1CCN(S(=O)(=O)c2ccc(N3CCCC3=O)cc2)CC1
(23) CNC(=S)N(Cc1cc2cc(C)ccc2n2nnnc12)CC(C)(C)CN(C)C
(24) S=C(Nc1ccc2nsnc2c1)N1CCCCCC1

compound no.	17	18	19	20	21	22	23	24
TGFb SMAD3 inh	19.9%	-7.1%	1.5%	20.3%	0.6%	9.8%	4.5%	2.3%
IL1B secr inh	20.1	-25.5	20.4	-13.7	.	0.0	5.9	8.8
ATXN viability	i	i	i	i	i	i	i	i
Nrf2 block	8.0%	5.4%	13.0%	8.2%	29.8%[9.27 µM]	-2.6%	-14.8%	?
MCF10A rereplic	0.5%	20.9%	-4.5%	6.7%	.	7.2%	4.6%	1.4%
A549 viability	0.1%	-0.4%	2.5%	-1.4%	-3.3%	0.4%	-11.8%	-3.3%
HepG2 viability	7.2%	-0.6%	-2.3%	7.7%	-58.2%	-50.3%	2.3%	12.1%
ATXN2 expr inh	9.0%	.	-4.8%	2.6%	70.1%[activator]	0.3%	4.1%	35.2%[activator]
Nrf2 ARE act	0.3%	-0.3%	0.0%	?	7.1%	0.7%	-1.0%	2.9%

(25) CC(CN1CCCCC1)C(=O)NNC(=O)C12CC3CC(CC(C3)C1)C2 (stereo not given)
(26) Fc1ccc(Cn2nnnc2C(c2cccs2)N2CCCCCC2)cc1 (stereo not given)
(27) O=C(NCCOc1ccccc1)C1CCC(=O)N(C2CCCCCC2)C1 (stereo not given)
(28) COc1ccc(CCNCC(=O)Nc2ccc(C(=O)N3CCCCC3)cc2)cc1
(29) O=C(CCCOc1ccc(Cl)cc1)N1CCCCCC1
(30) NC1=NC(=Nc2ccccc2)c2ccccc21
(31) Cc1cc(C)nc(SC/C=C/c2ccccc2)n1
(32) Cc1cc(N2C(=O)C3C4C=CC(C4)C3C2=O)ccc1NC(=O)c1cccs1 (stereo not given)

compound no.	25	26	27	28	29	30	31	32
TGFb SMAD3 inh	-10.0%	?	12.9%	11.7%	0.0%	-0.7%	1.1%	19.0%
IL1B secr inh	-4.5	-13.3	i	-17.9	-6.0	?	-4.8	-12.7
ATXN viability	i	i	i	i	i	?	?	i
Nrf2 block	4.2%	?	2.7%	-1.0%	7.1%	-37.6%	16.9%	-7.7%
MCF10A rereplic	-3.2%	?	0.9%	8.7%	11.9%	?	-0.1%	3.2%
A549 viability	0.1%	-18.0%	1.2%	-0.4%	0.6%	?	12.9%	11.2%
HepG2 viability	0.9%	-23.1%	-39.7%	1.5%	-1.9%	-15.5%	-1.8%	9.8%
ATXN2 expr inh	4.2%	-22.9%	2.3%	-20.3%	23.7%	?	.	0.2%
Nrf2 ARE act	0.4%	-0.2%	-0.2%	0.0%	3.2%	-0.2%	2.8%	0.2%

(33) COc1nc(NCCC2=CCCCC2)nc(OC)n1
(34) O=C(O)C1C2C=CC(C2)C1C(=O)NCc1ccc2c(c1)OCO2 (stereo not given)
(35) O=C(O)C1CC=CCC1C(=O)Nc1ccc2c(c1)OCCO2 (stereo not given)
(36) O=C(Cn1cc(SCc2c(F)cccc2Cl)c2ccccc21)N1CCCCCC1
(37) O=C(NC1CCS(=O)(=O)C1)c1ccc(-c2ccc(Br)cc2)o1 (stereo not given)
(38) COC(=O)c1c(-c2cccs2)csc1NC(=O)c1cc(OC)cc(OC)c1
(39) CCCn1c(SCC(=O)Nc2nccs2)nnc1-c1cccnc1
(40) Cn1ccnc1SCC(=O)Nc1sccc1C#N

compound no.	33	34	35	36	37	38	39	40
TGFb SMAD3 inh	-5.6%	-5.5%	4.1%	0.0%	-3.7%	36.9%	0.4%	?
IL1B secr inh	12.9	0.0	?	.	?	.	25.8	-18.0
ATXN viability	i	?	i	.	i	i	i	i
Nrf2 block	8.6%	5.0%	12.7%	?	12.9%	-3.1%	11.4%	.
MCF10A rereplic	13.0%	-3.3%	-0.6%	.	?	.	3.6%	-0.9%
A549 viability	1.0%	-12.5%	2.4%	-11.6%	-13.3%	2.1%	-7.8%	-0.1%
HepG2 viability	-2.4%	-14.9%	10.9%	-33.0%	-33.5%	-2.2%	-0.8%	-41.2%
ATXN2 expr inh	7.6%	3.5%	-20.4%	.	13.2%	0.0%	-3.8%	10.2%
Nrf2 ARE act	3.6%	0.0%	-0.7%	6.4%	3.8%	0.3%	1.6%	0.1%

(41) CSc1ccccc1C(=O)Nc1nc2ccccc2c(=O)[nH]1
(42) CCCc1c(C(=O)O)cnn1-c1ccc(Cl)cc1
(43) O=C(C[n+]1cc(-c2ccccc2)n2c1CCCCC2)c1ccc(Br)cc1
(44) Cc1c(Cc2ccccc2)c(NCCCO)n2c(nc3ccccc32)c1C#N

compound no.	41	42	43	44
TGFb SMAD3 inh	-5.6%	-7.4%	-3.4%	?
IL1B secr inh	-1.8	17.8	-76.9*	-20.0
ATXN viability	i	i	i	.
Nrf2 block	-20.6%	?	-22.6%	-18.7%
MCF10A rereplic	-2.8%	-2.1%	-7.8%	?
A549 viability	3.5%	-4.6%	-6.9%	-11.6%
HepG2 viability	-11.5%	-24.3%	-31.3%	-26.9%
ATXN2 expr inh	21.8%	0.1%	-24.9%	?
Nrf2 ARE act	2.9%	-0.7%	-0.3%	-0.9%

# Source: PubChem (National Center for Advancing Translational Sciences (NCATS))
